Source: PubChem
M1 ag parental = M1 agonist counterscreen hit in parental CHO-K1 cells | Fluo-8 calcium fluorescence; scaled to maximal ATP response, vehicle zero | activation, % at 3 µM | hit rate 0.48% among 360,000 | AID 602248; in the data active = activation above about 15%;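 note: untransfected CHO-K1 host cells lacking M1 receptor as counterscreen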
CHO-K1 Ca antag = M1 antagonist counterscreen hit in parental CHO-K1 cells; hit rate 0.6% among 360,000; inhibition, % at 3 µM; ATP-induced calcium, Fluo-8 fluorescence; AID 602250;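 active = inhibition above a per-plate cutoff, the plate's mean sample inhibition plus 3 SD, cut at about 24% in these data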;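 note: 0% = DMSO plus EC80 ATP and 100% = DMSO alone without ATP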
TAAR1 antagonist = human TAAR1 antagonism; CHO RD-HGA16 TAAR1, Fluo-8 calcium fluorescence, antagonist; inhibition, % at 3 µM; hit rate 1.5% among 360,000; AID 624466;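 active = inhibition above a per-plate cutoff, the mean inhibition of test compounds on that plate plus 3 SD, cut at about 49% in these data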;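 note: 0% = DMSO plus EC80 beta-PEA response and 100% = DMSO alone without agonist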
Target sequence (Q96RJ0 whole entry, looked up): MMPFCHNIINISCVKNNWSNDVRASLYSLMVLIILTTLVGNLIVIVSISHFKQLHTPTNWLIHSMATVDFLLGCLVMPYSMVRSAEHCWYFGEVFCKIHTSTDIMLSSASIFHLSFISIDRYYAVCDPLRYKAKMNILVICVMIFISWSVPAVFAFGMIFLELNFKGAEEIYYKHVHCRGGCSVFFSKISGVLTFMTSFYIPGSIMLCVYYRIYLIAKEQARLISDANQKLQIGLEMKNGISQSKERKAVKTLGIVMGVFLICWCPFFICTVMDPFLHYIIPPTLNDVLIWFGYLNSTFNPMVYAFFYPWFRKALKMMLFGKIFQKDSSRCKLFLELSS
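System: CHO RD-HGA16 cells bearing hTAAR1. Reagent: EC80 β-phenethylamine stimulus. Schedule: seeding 17-24 h prior, 75-min 37 °C, 30-min RT dye loading. Signal: Fluo-8 intracellular calcium dye fluorescence, real-time kinetic reads. Read-out: % inhibition from peak post-agonist over basal fluorescence ratio. Benchmarks: vehicle wells and EC80 agonist wells. Replicates: n of 1.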
M1 PAM parental = counter-screen for M1 PAMs: effect in parental CHO-K1 cells; ATP EC20, Fluo-8 calcium fluorescence; 0% at ATP EC20, 100% at ATP max; activation, % at 3 µM; hit rate 0.02% among 360,000;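 active = activation above the run cutoff, the mean activation of all test compounds plus 3 SD, cut at about 40% in these data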;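 note: peak over basal fluorescence ratio in a 140 s read after ATP addition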
GPR7 antag = antagonists of human GPR7 (neuropeptides B/W receptor 1) | AID 1861 | hit rate 1.1% among 290,000 | P48145 | GPR7-expressing cells, fluorescence antagonist assay | inhibition, % at 4.4 µM; in the data active = inhibition above about 16%, passing the limit was not always enough;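 note: cells stimulated with the agonist NPW; 0% = agonist with vehicle and 100% = vehicle without agonist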
Target sequence (P48145 whole entry, looked up): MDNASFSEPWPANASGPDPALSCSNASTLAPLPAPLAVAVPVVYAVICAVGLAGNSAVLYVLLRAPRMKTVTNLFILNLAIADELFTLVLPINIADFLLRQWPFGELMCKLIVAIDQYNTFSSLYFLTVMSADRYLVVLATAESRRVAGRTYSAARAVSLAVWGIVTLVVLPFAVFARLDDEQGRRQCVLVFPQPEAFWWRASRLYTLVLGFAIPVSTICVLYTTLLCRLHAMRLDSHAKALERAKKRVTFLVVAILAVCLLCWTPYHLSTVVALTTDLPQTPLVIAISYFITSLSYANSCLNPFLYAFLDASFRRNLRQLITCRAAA
* marks the source's active call; other numbers are inactive results; x = no result given.

Keys – A = M1 ag parental; B = CHO-K1 Ca antag; C = TAAR1 antagonist; D = M1 PAM parental; E = GPR7 antag
> CC[C@H](NC(=O)[C@H]1O[C@@H](n2cnc3c(=O)[nH]c(N)nc32)[C@H](O)[C@@H]1O)c1ccccc1
  A = x | B = x | C = -7 | D = x | E = x
> CCOC(=O)[C@]12CCCC=C1N(Cc1ccccc1)C(=O)[C@H](CC(=O)NCCc1ccccc1OC)C2
  A = x | B = x | C = -22 | D = x | E = x
> Nc1[nH]c(C(=O)c2ccc(Br)cc2)c(-c2ccncc2)c1C(=O)NCCc1c[nH]c2ccccc12
  A = x | B = x | C = 38 | D = x | E = x
> O=C(NCc1ccccc1)[C@@H]1CCCN1C(=O)[C@H]1CCCN1C(=O)c1ccccc1F
  A = x | B = x | C = -12 | D = x | E = x
> COc1ccc(C(=O)C[C@@H]2OC[C@H](C(C)C)N2S(=O)(=O)c2ccc(C)cc2)cc1OC
  A = x | B = x | C = -14 | D = x | E = x
> O=c1[nH]c(=O)n(C2OC(CO)C(O)C(O)C2O)cc1F (stereo unspecified)
  A = x | B = x | C = -7 | D = x | E = x
> COC(=O)[C@]12C[C@H](CC(=O)NCc3ccc(OC)c(OC)c3)C(=O)N(Cc3ccc4c(c3)OCO4)C1=C[C@H](COCc1ccccc1)O[C@@H]2C
  A = x | B = x | C = -9 | D = x | E = x
> COC(=O)Cc1nnn2c1[C@H](C)[C@H](c1cccc(OC)c1OC)OCC2
  A = x | B = x | C = -5 | D = x | E = x
> CC(C)(C)C(c1nc2ccccc2[nH]1)n1c(-c2ccco2)nc2ccccc21 (stereo unspecified)
  A = x | B = x | C = 16 | D = x | E = x
> COC(=O)[C@]12C[C@H](CC(=O)N3CCN(C(=O)C4CC4)CC3)C(=O)N(Cc3ccccc3)C1=C[C@H](C1CCCC1)O[C@@H]2C
  A = x | B = x | C = 0 | D = x | E = x
> O=C(Cc1cn(Cc2ccccc2)c2ccccc12)Nc1ccc(Nc2cccnc2)cc1
  A = x | B = x | C = 19 | D = x | E = x
> COc1cccc(C(C(=O)NCc2ccccc2)N2CCN(C(=O)C3CCCO3)CC2)c1OC (stereo unspecified)
  A = x | B = x | C = -6 | D = x | E = x
> C=CCN1CC(COc2ccc(OC)cc2)OCCS1(=O)=O (stereo unspecified)
  A = x | B = x | C = -8 | D = x | E = x
> OC(c1ccccc1)(c1ccccc1)C1CCN(CCCOc2ccc(C(F)(F)F)cc2)CC1
  A = x | B = x | C = 38 | D = x | E = x
> O=C(NC1CCCC1)C1C(c2ccc(C(F)(F)F)cc2)=Nc2ccccc2N1C(=O)c1ccccc1 (stereo unspecified)
  A = x | B = x | C = -34 | D = x | E = x

Filtered by structure, the compounds so far containing four or more nitrogen atoms
Keys – A = M1 ag parental; B = CHO-K1 Ca antag; C = TAAR1 antagonist; D = M1 PAM parental; E = GPR7 antag
> CC[C@H](NC(=O)[C@H]1O[C@@H](n2cnc3c(=O)[nH]c(N)nc32)[C@H](O)[C@@H]1O)c1ccccc1
  A = x | B = x | C = -7 | D = x | E = x
> Nc1[nH]c(C(=O)c2ccc(Br)cc2)c(-c2ccncc2)c1C(=O)NCCc1c[nH]c2ccccc12
  A = x | B = x | C = 38 | D = x | E = x
> CC(C)(C)C(c1nc2ccccc2[nH]1)n1c(-c2ccco2)nc2ccccc21 (stereo unspecified)
  A = x | B = x | C = 16 | D = x | E = x
> O=C(Cc1cn(Cc2ccccc2)c2ccccc12)Nc1ccc(Nc2cccnc2)cc1
  A = x | B = x | C = 19 | D = x | E = x

Later entries
Keys – A = M1 ag parental; B = CHO-K1 Ca antag; C = TAAR1 antagonist; D = M1 PAM parental; E = GPR7 antag
> COC(=O)C[C@H]1CC[C@H](NC(=O)c2cccc(F)c2)[C@@H](CO)O1
  A = x | B = x | C = -10 | D = x | E = x
> CCOC(=O)C1=C[C@@H](C(C)(C)C)N(S(=O)(=O)c2ccc([N+](=O)[O-])cc2)[C@H]1c1cccc(Cl)c1
  A = x | B = x | C = 17 | D = x | E = x
> Nc1[nH]c(C(=O)c2ccccc2)c(-c2ccccc2Cl)c1C(=O)NCCc1c[nH]c2ccccc12
  A = x | B = x | C = -7 | D = x | E = x
> CN1C(=O)[C@@](O)(c2cn(C)c3ccccc23)c2cc(F)ccc21
  A = x | B = x | C = -34 | D = x | E = x
> CN(C(=O)[C@@H](Cc1ccccc1)NC(=O)[C@H]1O[C@@H](n2cnc3c(=O)[nH]c(N)nc32)[C@H](O)[C@@H]1O)C1CCCCC1
  A = x | B = x | C = -8 | D = x | E = x
> Cc1nnsc1-c1nc2ccccc2n1C(CCc1ccccc1)c1nc2ccccc2[nH]1 (stereo unspecified)
  A = x | B = x | C = 2 | D = x | E = x
> Nc1[nH]c(=O)ncc1-c1ccc([N+](=O)[O-])cc1
  A = x | B = x | C = -11 | D = x | E = x
> O=S(=O)(c1cccs1)N1CCCc2nc(-c3ccccc3)ccc21
  A = x | B = x | C = 4 | D = x | E = x
> COC(=O)[C@]12C[C@H](CC(=O)NCc3ccc(OC)c(OC)c3)C(=O)N(Cc3ccccc3)C1=C[C@H](C(C)C)O[C@@H]2C1CC1
  A = x | B = x | C = -5 | D = x | E = x
> Cc1ccc(-c2c(C(=O)c3ccccc3)[nH]c(N)c2C(=O)NCCc2c[nH]c3ccccc23)cc1
  A = x | B = x | C = 16 | D = x | E = x
> CN1OC[C@@H]2CN(C(=S)Nc3cc(C(F)(F)F)cc(C(F)(F)F)c3)[C@H](c3ccccc3Br)C[C@@H]21
  A = x | B = x | C = -16 | D = x | E = x
> CCCN1CCCCC(NC(=O)c2ccccc2C)C1=O (stereo unspecified)
  A = x | B = x | C = -9 | D = x | E = x
> CC(C)C(C(=O)NCc1ccccc1)N1CCN(CCN2CCOCC2)CC1 (stereo unspecified)
  A = x | B = x | C = -11 | D = x | E = x
> O=C(NCc1ccccc1)C1C(c2ccc3c(c2)OCO3)=Nc2ccccc2N1C(=O)c1cccc2ccccc12 (stereo unspecified)
  A = x | B = x | C = -16 | D = x | E = x
> CC(=O)N1CCC(C(=O)N2c3ccccc3N=C(c3ccc(C(F)(F)F)cc3)C2C(=O)NC(C)(C)C)CC1 (stereo unspecified)
  A = x | B = x | C = -9 | D = x | E = x
> O=C(CC1CCCC1)N[C@H](C(=O)N1CCC[C@H]1C(=O)NCCc1ccccc1Cl)c1ccccc1
  A = x | B = x | C = 53* | D = x | E = x
> CCOC(=O)N(C)C[C@H]1OCc2cnnn2CCCC(=O)N([C@H](C)CO)C[C@@H]1C
  A = x | B = x | C = -27 | D = x | E = x
> O=C(Nc1ccc(F)cc1)C(CCc1ccccc1)N1CCN(CC(=O)N2CCCC2)CC1 (stereo unspecified)
  A = x | B = x | C = 4 | D = x | E = x
> C[C@H]1COc2cccc(NCCO)c2S(=O)(=O)N1
  A = x | B = x | C = 2 | D = x | E = x
> C=CCN=C1NC(c2ccccc2)C(C(=O)OC)=C(C)N1Cc1ccc(C(F)(F)F)cc1 (stereo unspecified)
  A = x | B = x | C = 31 | D = x | E = x
> COc1cc(C=NN=c2sc3ccccc3n2C)ccc1OCCO
  A = x | B = x | C = 9 | D = x | E = x
> CCOC(=O)C1CSCCS(=O)(=O)N1Cc1ccc(Cl)cc1 (stereo unspecified)
  A = x | B = x | C = -2 | D = x | E = x
> CSCCC(C(=O)Nc1c(C)cccc1C)n1c(COc2ccc(C)cc2)nc2ccccc21 (stereo unspecified)
  A = x | B = x | C = -17 | D = x | E = x
> Cc1nc(SCC(=O)c2cc3ccccc3oc2=O)c(C#N)c(C)c1C(=O)Nc1ccccc1
  A = x | B = x | C = 2 | D = x | E = 5
> Cc1ccc(NC(=O)N(Cc2ccco2)Cc2cc3cc(C)cc(C)c3nc2Cl)cc1
  A = x | B = x | C = -21 | D = x | E = -8
> COc1cc(/C=C(/C#N)c2nc(-c3cc4ccccc4oc3=O)cs2)cc([N+](=O)[O-])c1O
  A = x | B = x | C = -19 | D = x | E = -15
> CC(c1ccccc1)n1c(NCCCn2ccnc2)nc2c1c(=O)[nH]c(=O)n2C (stereo unspecified)
  A = x | B = x | C = 11 | D = x | E = -6
> Cc1ccc2nc(-c3ccccn3)cc(C(=O)NC3CCN(C)CC3)c2c1
  A = x | B = x | C = 0 | D = x | E = -11
> CCCCNC(=O)C(c1ccc(-c2ccccc2)cc1)N(CCN1CCOCC1)C(=O)CCCCCN1C(=O)NC(c2ccc([N+](=O)[O-])cc2)C(C(=O)OCc2ccccc2)=C1C (stereo unspecified)
  A = x | B = x | C = 11 | D = x | E = -12
> O=C(O)CC1NC(=O)N(c2ccccc2)C1=O (stereo unspecified)
  A = x | B = x | C = -8 | D = x | E = -2
> CCCc1cc(-c2[nH]ncc2-c2ccc3c(c2)OCCCO3)c(O)cc1OC
  A = x | B = x | C = 43 | D = x | E = -23
> O=C(Nc1nc2ccccc2s1)c1ccc2c(c1)S(=O)(=O)c1ccccc1C2=O
  A = x | B = x | C = 17 | D = x | E = -14
> COc1cc(-c2noc(CCC(N)=O)n2)cc(OC)c1OC
  A = x | B = x | C = -5 | D = x | E = -10
> O=C(Sc1cccc2cccnc12)c1ccc(F)cc1
  A = x | B = x | C = 14 | D = x | E = -2
> COc1cc(OC)cc(C(=O)NCCSCc2ccco2)c1
  A = x | B = x | C = 1 | D = x | E = -13
> CSCCC(N=Cc1c(O)n(-c2ccc(F)cc2)c(=O)[nH]c1=O)C(=O)O (stereo unspecified)
  A = x | B = x | C = 5 | D = x | E = 1
> COc1cc2nc3c4ccccc4n(CC#N)c3nc2cc1OC
  A = x | B = x | C = 8 | D = x | E = 1
> CC(=O)Nc1cccc(Cn2cccn2)c1
  A = x | B = x | C = -8 | D = x | E = -2
> CCn1c(SCC(=O)Nc2cc(NC(C)=O)ccc2OC)nnc1-c1ccncc1
  A = x | B = x | C = -4 | D = x | E = -9
> COC(=O)[C@@]1(Cc2ccc(OC)cc2)[C@H]2c3cc(C(=O)N4CCCC4)n(Cc4ccc(OC)c(OC)c4)c3C[C@H]2CN1C(=O)c1ccccc1
  A = x | B = x | C = 7 | D = x | E = 13
> CC(=O)c1ccc(N2C(=O)C3C(C2=O)C(C(=O)c2ccc(Cl)cc2)N2CCCC32)cc1 (stereo unspecified)
  A = x | B = x | C = 6 | D = x | E = -14
> COc1ccccc1NC(=O)C1=C(C)NC(SCC(=O)c2ccc(C)cc2)=C(C#N)C1c1ccco1 (stereo unspecified)
  A = x | B = x | C = 25 | D = x | E = 2
> COc1cc(C(=O)Nc2ccc3ccccc3c2)cc(OC)c1OC
  A = x | B = x | C = 9 | D = x | E = 7
> Cc1nc2scc(-c3ccccc3)c2c(=O)n1N=C1C=CC(=O)C=C1
  A = x | B = x | C = 62* | D = x | E = 6
> Cc1ccc2c(c1)c1ncnc(N3CCC4(CC3)OCCO4)c1n2C
  A = x | B = x | C = -9 | D = x | E = -10
> Cc1ccc2[nH]c3c(c2c1)CN(C(=O)CN1CCSCC1)CC3
  A = x | B = x | C = -4 | D = x | E = -5
> O=C(Nc1ccc(F)cc1F)c1cc2ncc(Br)cn2n1
  A = x | B = x | C = 7 | D = x | E = -10
> Cc1ccc(NCc2nnc(SCC(N)=O)n2CCc2ccccc2)cc1
  A = x | B = x | C = -16 | D = x | E = 5
> COc1cc2nc(-c3ccccc3)nc(N3CCCC3)c2cc1OC
  A = x | B = x | C = -30 | D = x | E = 3
> CCOC(=O)c1cnc2c(N=Nc3cccc(Cl)c3)c(N)nn2c1N
  A = x | B = x | C = 13 | D = x | E = -6
> CC1(C)CC(=O)C2=C(C1)NC(=O)CC2C(=O)NCc1ccc(F)cc1 (stereo unspecified)
  A = x | B = x | C = 4 | D = x | E = -5
> Cc1ccc(CNC(=O)c2ccc3nc4[nH]c5ccccc5c4nc3c2)cc1
  A = x | B = x | C = 41 | D = x | E = 1
> CCc1nnc(NC(=O)c2cc(S(=O)(=O)N3CCN(CC)CC3)ccc2Cl)s1
  A = 0.1 | B = -17 | C = x | D = 8 | E = x
> CC1=Nc2ccccc2/C1=C/c1c(C)[nH]c2ccccc12
  A = -0.2 | B = 5 | C = x | D = -4 | E = x
> NC(=O)c1cccc(-c2cnc(N)c(C(=O)c3cccnc3)n2)c1
  A = 0.7 | B = -7 | C = x | D = 22 | E = x
> CCCC/C=C1/CCC(CN(C)C)C1=O (stereo unspecified)
  A = 2.3 | B = -9 | C = x | D = 8 | E = x
> CCNC(=O)C1(C)CCCN(CCOc2ccc(Cl)cc2)C1 (stereo unspecified)
  A = 0.7 | B = -6 | C = x | D = 9 | E = x
> COc1ccc(NC(=O)c2sc3nc(N4CCOCC4)c4c(c3c2N)CCCC4)cc1
  A = 0.0 | B = -3 | C = x | D = 9 | E = x
> CCCCC(=O)N(C)c1c(CC)nc2c(OCC=C(C)C)cccn12
  A = 0.2 | B = 4 | C = x | D = 9 | E = x

A portion of the library; count on the stated rates, not on these rows.
